TAAR1 ag: human TAAR1 agonism. activation, % at 3 µM. CHO RD-HGA16 TAAR1, Fluo-8 calcium fluorescence; vehicle wells 0%, saturating PEA agonist 100%. actives 0.99% (n = 360,000). Q96RJ0;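 active means activation above the mean activation of all test compounds in the run plus 3 SD, cut at about 38% in these data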
Target sequence (Q96RJ0 whole entry, looked up): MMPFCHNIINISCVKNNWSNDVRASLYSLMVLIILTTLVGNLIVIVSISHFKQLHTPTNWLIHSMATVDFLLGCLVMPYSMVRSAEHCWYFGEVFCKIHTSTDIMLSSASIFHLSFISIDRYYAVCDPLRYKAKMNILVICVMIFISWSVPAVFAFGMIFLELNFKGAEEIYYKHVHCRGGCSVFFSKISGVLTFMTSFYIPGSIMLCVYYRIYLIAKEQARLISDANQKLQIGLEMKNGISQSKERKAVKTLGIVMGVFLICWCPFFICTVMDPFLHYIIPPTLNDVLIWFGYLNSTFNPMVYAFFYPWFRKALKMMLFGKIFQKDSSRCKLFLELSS
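Test system: RD-HGA16 (CHO) cells co-expressing Gα16 and hTAAR1 | Doses: Single dose, 3 µM | Schedule: 17-24 h seeding, 75 min 37 °C dye, 30 min RT | Evaluation: % activation from peak over basal fluorescence ratio, DMSO-to-PEA scaled | Technique: Kinetic Fluo-8 calcium fluorescence | Benchmarks: Low control DMSO, high control PEA (EC100)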
CHRM1 agonist: activates human CHRM1 receptor. activation, % at 3 µM. P11229. CHO-K1 hM1, Fluo-8 calcium fluorescence, agonist mode; 0% DMSO, 100% acetylcholine EC100. actives 0.33% (n = 360,000);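 active means activation above the run's mean compound activation plus 3 SD, cut at about 16% in these data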;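 further: peak over basal fluorescence ratio within a 140 s kinetic read after compound addition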
V1R ag counter: V1a receptor agonism, counter-screen for OXTR agonists | CHO-V1R cells, Fluo-8 calcium fluorescence, agonist mode; 0% DMSO, 100% 3 nM vasopressin | activation, % at 3 µM | actives 0.25% (n = 320,000) | AID 2797;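 active means activation above the mean activation of all tested compounds plus 3 SD, per screening run, cut at about 20% in these data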;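 further: signal is peak over basal fluorescence ratio across a 100 second FLIPR read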
Target sequence (P37288 whole entry, looked up): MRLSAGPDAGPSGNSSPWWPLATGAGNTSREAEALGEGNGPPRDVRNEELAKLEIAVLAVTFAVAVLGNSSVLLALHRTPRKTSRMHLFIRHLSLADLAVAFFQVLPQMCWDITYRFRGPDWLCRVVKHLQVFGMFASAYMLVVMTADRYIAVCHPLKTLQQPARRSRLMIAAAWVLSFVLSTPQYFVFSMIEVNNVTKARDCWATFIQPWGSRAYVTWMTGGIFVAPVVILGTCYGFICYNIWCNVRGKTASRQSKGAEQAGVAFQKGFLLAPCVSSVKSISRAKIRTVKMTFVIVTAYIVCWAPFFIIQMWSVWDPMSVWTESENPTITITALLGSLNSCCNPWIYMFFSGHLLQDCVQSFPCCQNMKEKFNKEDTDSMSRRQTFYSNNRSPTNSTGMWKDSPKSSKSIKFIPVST
TAAR1 antagonist: antagonists of human TAAR1; Q96RJ0; CHO RD-HGA16 TAAR1, Fluo-8 calcium fluorescence, antagonist; inhibition, % at 3 µM; actives 1.5% (n = 360,000); AID 624466;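 active means inhibition above a per-plate cutoff, the mean inhibition of test compounds on that plate plus 3 SD, cut at about 49% in these data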;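 further: 0% = DMSO plus EC80 beta-PEA response and 100% = DMSO alone without agonist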
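Material: RD-HGA16 CHO cells with stable hTAAR1 and Gα16; Dosing: single nominal final test compound concentration of 3 µM; Schedule: seeding 17-24 h prior, 75-min 37 °C, 30-min RT dye loading; Detection: kinetic Fluo-8 calcium fluorescence measurement; Measure: % inhibition from peak post-agonist over basal fluorescence ratio; Benchmarks: vehicle and agonist controls.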
CHO-K1 Ca antag: nonselective inhibitor or artifact in parental CHO-K1 cells; ATP-induced calcium, Fluo-8 fluorescence; inhibition, % at 3 µM; actives 0.6% (n = 360,000); AID 602250;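 active means inhibition above a per-plate cutoff, the plate's mean sample inhibition plus 3 SD, cut at about 24% in these data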;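 further: 0% = DMSO plus EC80 ATP and 100% = DMSO alone without ATP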
CHO parental Ca: counter-screen for OX1R antagonists: effect in parental CHO cells. parental CHO-K1, ATP-induced calcium, Fluo-8 fluorescence. inhibition, % at 5.6 µM. actives 0.63% (n = 330,000);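 active means inhibition above that plate's mean sample inhibition plus 3 SD, cut at about 26% in these data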;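 further: 0% = ATP-challenged DMSO wells and 100% = DMSO wells without ATP; some compounds past the cut are filed as inactive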
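Test system: untransfected parental CHO cell line; also added: ATP stimulus; dosing: 5.6 µM, single dose; signal: calcium-sensitive Fluo-8 fluorescence; measure: percent inhibition of ATP-evoked calcium rise, normalized to controls; benchmarks: low control ATP plus DMSO, high control DMSO only; replication: one well per compound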
OXTR potentiator: human OXTR potentiation; AID 2445; CHO-OTR cells, Fluo-8 calcium fluorescence, potentiator mode; 0% = oxytocin EC15, 100% = EC100; activation, % at 3 µM; actives 0.061% (n = 320,000);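 active means activation above that plate's cutoff, the mean activation of tested compounds plus 3 SD, cut at about 6.6% in these data, passing the limit was not always enough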;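 further: 100% uses oxytocin at 75 nM as the full agonist control; some results filed as inactive read as strong as hits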
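Assay system: CHO cell line stably expressing human OTR | Also added: Oxytocin at about EC15, sub-maximal agonist stimulus | Times: Compound 6 min at room temperature before oxytocin, 100 s read | Measured by: Fluo-8 intracellular calcium fluorescence, ex 470-495, em 515-575 nm | Controls: EC15 oxytocin alone as 0%, 75 nM oxytocin as 100%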
M1 ag parental: counter-screen for M1 agonists: effect in parental CHO-K1 cells; Fluo-8 calcium fluorescence; scaled to maximal ATP response, vehicle zero; activation, % at 3 µM; AID 602248; actives 0.48% (n = 360,000); in the data active means activation above about 15%;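 further: untransfected CHO-K1 host cells lacking M1 receptor as counterscreen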
CHO-K1 Ca PAM: M1 PAM counterscreen hit in parental CHO-K1 cells | ATP EC20, Fluo-8 calcium fluorescence; 0% at ATP EC20, 100% at ATP max | activation, % at 3 µM | actives 0.02% (n = 360,000);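 active means activation above the run cutoff, the mean activation of all test compounds plus 3 SD, cut at about 40% in these data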;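 further: peak over basal fluorescence ratio in a 140 s read after ATP addition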
Numbers without * were called inactive; . = no result given.

Molecule	CHO-K1 Ca PAM	OXTR potentiator	CHRM1 agonist	M1 ag parental	CHO-K1 Ca antag	TAAR1 antagonist	CHO parental Ca	V1R ag counter	TAAR1 ag
c1ccc(N2CCN(CC3CCCCC3)CC2)cc1	11	.	-3	1.6	-6	0	.	.	8
CCOC(=O)C1=C(CC)Nc2ccccc2N=C1NC(=O)Nc1ccccc1OC	10	-6	-4	-0.2	-12	14	1	0.2	0
Cc1ccc(S(=O)(=O)NN=Cc2c(O)ccc3ccccc23)cc1	-14	.	-5	-0.3	5	-8	.	.	-1
COc1ccc(C2CC(c3ccc(Br)cc3)=NN2C(=O)CN2CCCC2)cc1 (configuration not stated)	22	-5	-5	14	-8	-2	-15	2.1	8
O=C(NC(=S)Nc1nc2ccccc2s1)c1cccs1	6	-8	-3	0.2	1	12	2	3.6	6
O=C(CSc1nccc(=O)[nH]1)Nc1ccc(N2CCOCC2)c(Cl)c1	14	1	-2	0.5	-15	-17	6	1.2	9
Cc1cccc(Nc2nnc(SC/C(O)=C(\C#N)c3nc4ccccc4[nH]3)s2)c1C	11	-10	-3	4.8	1	19	-21	-0.9	4
C[C@H](NS(=O)(=O)c1ccc(Cl)cc1)C(=O)OCC(=O)N1CCOCC1	7	1	-3	0.0	-12	-19	-1	1.0	5
CC(C)(C)S(=O)N1Cc2cc(CO)ccc2[C@H]1CCO (some centres not stated)	-8	.	0	-0.2	2	-1	.	.	2
O=c1[nH]cnc2onc(-c3ccc(F)cc3)c12	-10	-1	-5	5.3	15	4	-6	1.3	4
CN(Cc1ccccc1)C(=O)c1ccc(NC(=O)C2=CSCCO2)cc1	0	-10	-3	2.2	-9	-5	3	6.9	4
O=C(CC1C(=O)NCCN1Cc1cccc(Oc2ccccc2)c1)NCC1CCOCC1 (configuration not stated)	13	-4	-6	4.4	1	-11	-19	-0.7	0
COc1ccc(S(=O)(=O)N2CCN(CCO)CC2)cc1-c1nnc2c3ccccc3c(C)nn12	21	-5	-5	0.5	-5	4	6	-0.1	0
CC1=CSC2=NC(C(F)(F)F)(C(F)(F)F)NC(=O)N12	2	-2	-7	0.0	-3	-14	-9	-0.9	0
Cc1cc(-c2nnc(SCC(=O)Nc3ccccc3C)n2N)n[nH]1	19	-2	-2	0.7	-22	-15	-4	0.2	0

The last 3 entries of the section before come first, to join the parts.
Molecule	CHO-K1 Ca PAM	OXTR potentiator	CHRM1 agonist	M1 ag parental	CHO-K1 Ca antag	TAAR1 antagonist	CHO parental Ca	V1R ag counter	TAAR1 ag
COc1ccc(S(=O)(=O)N2CCN(CCO)CC2)cc1-c1nnc2c3ccccc3c(C)nn12	21	-5	-5	0.5	-5	4	6	-0.1	0
CC1=CSC2=NC(C(F)(F)F)(C(F)(F)F)NC(=O)N12	2	-2	-7	0.0	-3	-14	-9	-0.9	0
Cc1cc(-c2nnc(SCC(=O)Nc3ccccc3C)n2N)n[nH]1	19	-2	-2	0.7	-22	-15	-4	0.2	0
COc1ccc2ncc(S(=O)(=O)c3ccccc3)c(N3CCC4(CC3)OCCO4)c2c1	21	7	-8	4.2	-2	43	-14	-0.1	10
COc1ccc(C(=O)Nc2nc(CC(=O)NCCc3ccccc3)cs2)cc1	9	-19	-3	7.2	-5	13	13	2.3	7
COc1ccccc1NC(=O)NC1CC(=O)N(c2ccc3c(c2)OCCO3)C1 (configuration not stated)	-12	-3	5	-0.1	2	-15	-7	0.4	0
COc1ccc(CNC(=O)c2ccc(N3CCCC3=O)cc2)cc1	18	-4	-1	0.1	0	-2	-13	-0.2	2
CCCCNC(=O)C1CCCN(S(=O)(=O)c2c(C)noc2/C=C/c2cccs2)C1 (configuration not stated)	1	-13	-1	7.9	-1	-19	-18	2.7	-2
CS(=O)(=O)c1cccc(C(=O)Nc2ccc3c(c2)OCCCO3)c1	5	-1	-4	1.8	-8	12	-8	0.6	1
O=C(C1=C(O)C(=O)N(c2nccs2)C1c1ccccc1)c1cc2ccccc2o1 (configuration not stated)	3	-9	8	24*	10	-38	38	186*	5
CC(C)CNC(=O)CN(c1ccccc1)S(=O)(=O)c1ccccc1[N+](=O)[O-]	-8	-8	-1	-0.1	-10	10	-11	-0.3	-5
O=C(Nc1cccc(S(=O)(=O)N2CCOCC2)c1)C1=NN(c2ccccc2)C(=O)CC1	0	-10	0	3.9	5	-28	-14	1.0	20
Cc1csc(=NC(=O)c2ccccc2)n1Cc1ccco1	8	4	-6	-0.4	-2	3	-16	-1.0	21
O=S(=O)(Nc1ccc(Cc2ccncc2)cc1)c1ccc(Br)cc1	7	-11	-1	11	3	9	-2	16	25
CCn1cc(C(=O)N[C@H](C(=O)NCCN2CCOCC2)C(C)C)c(=O)c2cc3c(cc21)OCO3	10	-16	0	-0.2	2	6	-4	0.8	0
CCOc1cc(NC(=S)NCCCN2CCOCC2)c(OCC)cc1NC(=O)c1cccc(C)c1	22	-6	-8	0.5	-4	-4	-9	0.3	9
CCCOc1ccccc1N1C(=O)CC(N(O)c2ccccc2)C1=O (configuration not stated)	17	-5	-5	4.0	-7	24	-9	-0.1	9
COc1ccc(NC(=O)CSc2nc(C)cs2)cc1OC	36	-9	-3	1.1	-12	-13	-9	0.5	4

Molecule	CHO-K1 Ca PAM	OXTR potentiator	CHRM1 agonist	M1 ag parental	CHO-K1 Ca antag	TAAR1 antagonist	CHO parental Ca	V1R ag counter	TAAR1 ag
Cc1ccc(-c2nnc(N3CCN(C(=O)Cn4c(=O)n(C)c5ccccc54)CC3)c3ccccc23)cc1	-7	2	-8	0.0	-3	6	-9	0.0	7
O=C(CCc1ccncc1)NC1CCCc2c1cnn2-c1ccc(F)cc1F (configuration not stated)	21	-6	-2	9.5	-10	-8	-3	7.4	3
CNc1oc(-c2ccc(Cl)cc2)nc1P(=O)(c1ccccc1)c1ccccc1	49*	-13	0	0.5	-14	-14	-36	0.1	15
CCC(C)(C)C1CCC2(CC1)NC(=O)N(CC(=O)NCCCc1ccccc1)C2=O (configuration not stated)	-2	-1	-3	-0.2	-15	-4	-29	-0.1	4
CCn1nc(C)c(/C=N/NC(=O)Cc2ccc(Cl)cc2)c1C	10	-6	-5	1.8	3	.	-12	4.2	.
COc1cc2c(c3oc(=O)cc(CC(=O)O)c13)CCC(C)(C)O2	-4	-15	-10	-1.9	-10	-32	-27	-1.6	4
O=C(CSc1nnc(NC(=O)c2ccco2)s1)Nc1ccccc1	13	-3	-3	0.9	-12	13	-16	0.4	4
CCCNC(=O)N(C)C[C@H]1Oc2cc(Br)ccc2S(=O)(=O)N([C@@H](C)CO)C[C@@H]1C	16	.	-2	0.3	-15	-8	.	.	12
CCCSc1nc2c(cnn2-c2ccc(C)cc2)c(=O)[nH]1	0	-3	-3	0.1	8	-29	-10	0.1	0
Cc1[nH]n(-c2ccccc2)c(=O)c1/C=C1/C=c2ccccc2=N1	3	.	-3	-0.2	5	25	.	.	2
C[N+]1(C2CCC3CCCC2C3O)CCCCC1 (configuration not stated)	7	1	-10	-0.2	-2	0	-5	0.5	7
CCCCCCC(C)OC(=O)c1ccccc1C(=O)O (configuration not stated)	-6	-5	-7	0.4	-14	-1	-10	-0.8	-1
CC(C(=O)Nc1cccc(S(=O)(=O)N2CCOCC2)c1)N1CCN(c2ccc(F)cc2)CC1 (configuration not stated)	22	-9	-9	3.7	-7	5	-24	3.9	4
C=CC[n+]1c(/C=C/c2ccc(OC(C)=O)c(OC)c2)ccc2ccccc21	-9	-11	-10	0.6	-14	-6	6	0.0	1
CN(C(=O)COC(=O)/C=C/c1ccc2c(c1)OCO2)c1c(N)n(Cc2ccccc2)c(=O)[nH]c1=O	8	-7	-4	1.5	-4	2	-22	0.0	1

Molecule	CHO-K1 Ca PAM	OXTR potentiator	CHRM1 agonist	M1 ag parental	CHO-K1 Ca antag	TAAR1 antagonist	CHO parental Ca	V1R ag counter	TAAR1 ag
O=c1c2ccccc2nc2n1C(CSc1ccc(Cl)cc1)CN2 (configuration not stated)	-9	-14	4	-0.4	19	-11	-9	0.9	4
Cc1ccc2nc(C(C)(C)C)c(Cc3cccc(F)c3)n2c1	3	.	-6	0.4	-3	6	.	.	-2
COc1ccccc1-c1ccc(=O)n(CC(=O)NCc2ccc3c(c2)OCO3)n1	-15	-5	-6	0.5	3	12	-14	0.8	10
O=c1cc(N2CCc3ccccc32)[nH]c(=O)n1-c1ccc(Br)cc1	-2	-1	6	0.0	-4	6	-9	0.6	0
O=C(COC(=O)c1ccccc1C(=O)N1CCN(c2ccc(F)cc2)CC1)NCc1ccccc1	11	-17	1	9.2	15	32	-16	0.7	13
COc1ccc(NC(=O)c2noc(C(C)C)c2[N+](=O)[O-])cc1	23	-2	-3	1.6	-18	-5	2	-0.1	1
CN(C(=O)C1CCN(S(=O)(=O)c2ccccc2[N+](=O)[O-])CC1)C1CCCCC1	14	-8	2	5.1	-5	-17	-14	1.6	2
Cc1ccc(S(=O)(=O)CCC(=O)OCC(=O)N(Cc2ccccc2)C(C)C)cc1	-1	-12	-2	-0.1	-7	-29	-25	-0.6	2
Cc1cc2occ(CC(=O)NCc3cccs3)c2cc1C(C)C	14	3	-8	0.1	-6	-11	-7	-1.4	1
CC(=O)c1ccc(N2CCN(S(=O)(=O)c3cc4c(cc3C)NC(=O)CO4)CC2)cc1	20	-14	-2	2.2	-9	16	0	7.8	5
O=C(Nc1ccc(S(=O)(=O)Nc2ncccn2)cc1)c1ccccc1NS(=O)(=O)c1ccc(F)cc1	24	-1	-10	0.3	-8	-4	3	-0.5	2
CCC(CC)C(=O)c1c[nH]c(C(=O)O)c1	-12	-2	2	-0.7	20	-5	12	0.9	4
Cc1ccccc1CN1CCN(C(=O)c2ccc(F)cc2)CC1	28	.	-4	0.9	-8	-11	.	.	8
CCOc1ccc(NC(=O)c2ccccc2NC(=O)CN2CCN(C(C)=O)CC2)cc1	11	-10	-2	3.7	-11	-4	-17	0.6	10
COc1ccccc1/C=C\C(=O)NCC(=O)N/N=C(\C)Cc1ccccc1	-20	-1	-3	0.7	17	-27	-29	0.2	7
COc1ccc(S(=O)(=O)N2CCOCC2)cc1NC(=O)CN1CCC(Cc2ccccc2)CC1	7	-8	-8	0.1	1	-15	-21	0.4	1
CN(NC(=O)CN1C(=O)c2ccccc2C1=O)C1=NS(=O)(=O)c2ccccc21	21	-8	-5	0.7	-4	13	-4	0.8	1

From PubChem

Random draw from the library (roughly 3.3% active in at least one column).
